Screening results (PubChem BioAssay)
NR2E3 ag-1: NR2E3 (human) agonism; Q9Y5X4; GST-NR2E3/biotin-RetCOR TR-FRET, 1536-well; inhibition of corepressor binding, % at 4.78 µM; 320,000 compounds, 0.12% hits; AID 2300;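 active means percent inhibition above the cutoff of mean plus 3 SD of all tested compounds, set per screening campaign, cut at about 20% in these data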;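 further: 0% = DMSO wells and 100% = biotin wells as full block of FRET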
Target sequence (Q9Y5X4 whole entry, looked up): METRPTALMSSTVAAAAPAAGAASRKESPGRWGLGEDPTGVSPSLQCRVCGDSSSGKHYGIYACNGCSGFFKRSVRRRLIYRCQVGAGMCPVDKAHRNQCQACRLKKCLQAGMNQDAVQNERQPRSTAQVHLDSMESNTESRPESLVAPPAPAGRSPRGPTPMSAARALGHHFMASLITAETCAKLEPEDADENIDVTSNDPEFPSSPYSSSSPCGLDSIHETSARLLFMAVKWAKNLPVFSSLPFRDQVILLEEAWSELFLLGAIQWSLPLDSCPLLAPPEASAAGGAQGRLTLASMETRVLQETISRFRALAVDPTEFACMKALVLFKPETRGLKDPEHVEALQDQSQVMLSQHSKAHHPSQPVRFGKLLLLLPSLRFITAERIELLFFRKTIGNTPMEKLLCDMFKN
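Format: 1536-well format; test system: GST-NR2E3 and biotin-RetCOR proteins; read-out basis: percent inhibition of TR-FRET ratio; timing: 5 h incubation at 4 °C; detection: time-resolved FRET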
Peg3 prom inh: inhibitors of Peg3 promoter | HeLa PEG-Prom luciferase reporter, luminescence, overnight | inhibition, % at 20 µM | 360,000 compounds, 1.7% hits | AID 588405;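 active means inhibition of at least 50% at 20 µM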
TRPM1 prom inh: MITF TRPM1 promoter inhibition in SK-MEL-5 cells. SK-MEL-5 TRPM1 promoter luciferase, 24 h. inhibition, % at 12.5 µM. 330,000 compounds, 0.83% hits. AID 488899;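 active means mean inhibition across replicates of 60% or more, whatever share of single replicates reaches that level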; further: values of inactives mirror those of a sister screen read the other way
HIF-2a block: HIF-2a inhibition; AID 624352; inhibition, % at 18.8 µM; 360,000 compounds, 0.72% hits; 786-0 RCC cells HIF-2a reporter, luciferase luminescence, overnight;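 active means inhibition of the luminescence signal of 40% or more relative to plate controls, in a single-dose primary screen at 18.75 µM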
NR2E3 ag-2: agonists of human NR2E3 nuclear receptor; Q9Y5X4; inhibition of corepressor binding, % at 3.98 µM; CHO-S Gal4-NCOR/VP16-NR2E3 two-hybrid, luciferase; AID 602229; 360,000 compounds, 0.35% hits;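 active means inhibition above the mean of all tested compounds plus 3 SD, cut at about 70% in these data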;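 further: 0% = DMSO with NR2E3 transfected cells and 100% = cells lacking NR2E3 construct; higher means lower luciferase signal from less NR2E3 corepressor binding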
aDG glyco act: increases alpha dystroglycan glycosylation; 360,000 compounds, 0.22% hits; Pro5-aDG cells, alpha-DG glycosylation AlphaScreen (IIH6); 0% Pro5, 100% B10-LARGE cell signal; AID 624168; activation, % at 10 µM;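 active means activation of at least 8% versus controls, or a plate z-score of at least 8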;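 further: Pro5 are CHO cells carrying HIG-tagged alpha-DG that lacks glycosylation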
hiPSC survival: increases survival of single human iPS cells; hiPSC single-cell survival, ATPlite luminescence; 100% = ROCK inhibitor wells, 0% = DMSO; survival enhancement, % at 20 µM; 360,000 compounds, 0.044% hits; in the data active means survival enhancement above about 18%;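 further: cells exposed to compounds for 16 hours before the ATP read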
PDI turbidity: inhibitors of human protein disulfide isomerase; inhibition, % at 10 µM; P07237; PDI insulin aggregation turbidity, A650, 90 min; 350,000 compounds, 0.052% hits; AID 588391;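 active means mean inhibition across replicates of 30% or more, whatever share of single replicates reach that level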;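 further: absorbance from insulin aggregation driven by PDI reduction with DTT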
Target sequence (P07237 whole entry, looked up): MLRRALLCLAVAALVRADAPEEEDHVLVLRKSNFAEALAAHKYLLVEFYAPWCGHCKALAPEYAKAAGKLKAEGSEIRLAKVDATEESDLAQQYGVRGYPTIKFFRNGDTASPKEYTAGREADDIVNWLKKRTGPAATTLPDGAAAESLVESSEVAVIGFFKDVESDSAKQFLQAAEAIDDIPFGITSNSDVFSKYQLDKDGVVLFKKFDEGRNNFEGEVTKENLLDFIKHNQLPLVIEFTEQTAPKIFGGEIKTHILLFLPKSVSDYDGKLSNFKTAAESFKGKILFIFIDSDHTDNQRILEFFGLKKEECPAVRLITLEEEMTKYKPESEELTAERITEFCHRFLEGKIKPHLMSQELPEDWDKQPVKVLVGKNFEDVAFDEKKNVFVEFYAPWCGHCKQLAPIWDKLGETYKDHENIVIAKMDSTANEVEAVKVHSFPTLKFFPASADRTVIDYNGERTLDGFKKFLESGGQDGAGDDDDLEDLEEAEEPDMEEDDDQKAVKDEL
CaV13 ICDI inh: Primary screen for inhibitors of IQ motif and Ca2+-dependent inactivation inhibitor domain binding in CACNA1D, Förster resonance energy transfer in living cells, … | HEK cells, CFP/YFP FRET ICDI-IQ, plate reader, 10 min; percent FRET-ratio fall versus neutral wells | inhibition, % at 12.3 µM | 340,000 compounds, 0.098% hits | AID 743397;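 active means mean replicate inhibition of at least 30% and at least 1% of replicates passing that level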;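 further: 0% = median of the neutral control wells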
Granule exo inh: blocks lytic granule exocytosis; TALL-104 LAMP-1 surface exposure, flow cytometry; cells stimulated with thapsigargin and PMA; inhibition, % at 10 µM; 360,000 compounds, 0.66% hits;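 active means inhibition above about 55%, limit read from the data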
Vif inh: HIV Vif inhibition; inhibition, % at 7.49 µM; HEK293T cells, Vif self-association by quenched fluorescence, imaging, 24 h; 340,000 compounds, 0.35% hits; AID 602346; in the data active means inhibition above about 50%, passing the limit was not always enough; further: some results filed as inactive read as strong as hits
Starred values were filed as active, the others as inactive; / = no result given.

1) COc1ccc(CN(C)C(=O)[C@H](Cc2ccccc2)NC(=O)c2ccco2)c(OC)c1
2) CC1(C(=O)N(CC(=O)NC2CCCC2)Cc2ccc(Cl)cc2)CC(=O)N=C2C=CC=CN21 (configuration not stated)
3) CCOC(=O)/C=C1\SCC(=O)N1CC(=O)Nc1ccc(C(C)C)cc1
4) COc1ccc(S(=O)(=O)Nc2ccc3c(c2)C(=O)N([C@H](C)CO)C[C@H](C)[C@@H](CN(C)S(=O)(=O)c2ccc(F)cc2)O3)cc1
5) CNc1nc(-c2ccccc2)c2sccc2n1
6) CC(C#N)(NC(=O)CN1CCN(S(=O)(=O)c2ccc(Br)cc2Cl)CC1)C1CC1 (configuration not stated)
Assay by compound	1	2	3	4	5	6
HIF-2a block	10	8	7	2	-16	10
NR2E3 ag-1	0	-1	-1	/	/	3
NR2E3 ag-2	23	-14	0	-1	27	-9
Peg3 prom inh	11	-9	-5	-12	-3	5
Vif inh	-6	16	/	0	-3	5
PDI turbidity	11	4	-8	6	-5	9
aDG glyco act	-0.2	-0.1	0.2	-0.1	-0.1	0.1
CaV13 ICDI inh	-6	-7	-3	-4	-4	-6
hiPSC survival	0.2	2.0	4.2	1.2	4.5	0.0
TRPM1 prom inh	-2	5	-4	-1	/	7
Granule exo inh	6	21	-2	-2	-13	-1

Fetched one by one from above (2):
4) COc1ccc(S(=O)(=O)Nc2ccc3c(c2)C(=O)N([C@H](C)CO)C[C@H](C)[C@@H](CN(C)S(=O)(=O)c2ccc(F)cc2)O3)cc1
2) CC1(C(=O)N(CC(=O)NC2CCCC2)Cc2ccc(Cl)cc2)CC(=O)N=C2C=CC=CN21 (configuration not stated)
Assay by compound	4	2
HIF-2a block	2	8
NR2E3 ag-1	/	-1
NR2E3 ag-2	-1	-14
Peg3 prom inh	-12	-9
Vif inh	0	16
PDI turbidity	6	4
aDG glyco act	-0.1	-0.1
CaV13 ICDI inh	-4	-7
hiPSC survival	1.2	2.0
TRPM1 prom inh	-1	5
Granule exo inh	-2	21

The list continues.
7) O=C(O)CCc1ccc(-c2cccs2)n1Cc1ccco1
8) CCOc1ccc(C2CC(c3ccc(F)cc3)n3ncnc3N2)cc1 (configuration not stated)
9) Cc1cc(C)c2c(n1)nn1c(N3CCN(c4ccccc4C)CC3)cc(C)nc21
10) O=C(NC(Cc1ccccc1)C(=O)O)/C(=C\c1ccc(Cl)cc1)NC(=O)c1ccco1 (configuration not stated)
11) COc1ccc(CCC(=O)O)c(C(CC(=O)O)C(=O)O)c1OS(=O)(=O)c1ccc(C)cc1 (configuration not stated)
12) Cc1c(NC(=O)/C(C#N)=C/c2cccs2)c(=O)n(-c2ccccc2)n1C
Assay by compound	7	8	9	10	11	12
HIF-2a block	9	-16	4	12	5	9
NR2E3 ag-1	0	0	-3	-4	/	1
NR2E3 ag-2	-2	-15	-21	-11	-11	-1
Peg3 prom inh	-7	-10	11	14	2	17
Vif inh	-4	11	-2	-3	-3	1
PDI turbidity	1	/	-5	9	8	4
aDG glyco act	-0.4	0.0	0.9	0.0	-0.1	0.1
CaV13 ICDI inh	-8	-12	-5	/	-5	1
hiPSC survival	0.2	0.0	7.3	-0.1	0.8	0.0
TRPM1 prom inh	-6	-11	7	-2	/	6
Granule exo inh	-6	2	-2	-1	13	-1

13) Cc1c(Cl)cccc1NC(=O)c1cc(-c2ccccc2O)n[nH]1
14) Cc1ccc(S(=O)(=O)CCC(=O)OCC(=O)NC2CCS(=O)(=O)C2)cc1 (configuration not stated)
15) CC1(C)NC(=O)N(CC(=O)N2CCN(S(=O)(=O)c3ccccc3F)CC2)C1=O
16) COc1cc(CC(CC(=O)c2ccc3c(c2)OCO3)C(=O)O)cc(OC)c1OC (configuration not stated)
17) CCOc1ccc(OCC)c(NC(=O)C(NS(=O)(=O)c2ccc3c(c2)oc(=O)n3C)C(C)C)c1 (configuration not stated)
18) COc1ccc(CCCNC(=O)C2Cc3c(-c4ccc5c(c4)OCO5)ccnc3O2)cc1 (configuration not stated)
Assay by compound	13	14	15	16	17	18
HIF-2a block	-328	-1	10	13	5	13
NR2E3 ag-1	1	2	0	/	5	/
NR2E3 ag-2	-93	6	10	-4	-4	46
Peg3 prom inh	-88	-3	1	-10	6	15
Vif inh	10	3	13	3	-2	3
PDI turbidity	0	16	-6	5	-4	2
aDG glyco act	0.0	0.0	-0.1	0.0	0.3	-0.3
CaV13 ICDI inh	/	-4	-6	-10	-4	-7
hiPSC survival	2.7	1.3	0.3	-0.4	-3.4	0.0
TRPM1 prom inh	-68	-8	-4	5	-1	/
Granule exo inh	29	1	8	6	2	3

19) O=C(Nc1ccc(Oc2cccc(C(F)(F)F)c2)nc1)c1ccco1
20) Cc1nn2c3ccccc3nc2c2ccccc12
21) Cc1ccc(C)c(SCC(=O)Nc2cccc(S(=O)(=O)N3CCOCC3)c2)c1
22) CC(c1ccccc1)N1CCC(CNC(=S)Nc2cccc(Cl)c2)C1 (configuration not stated)
23) CC1CCCN(C(=O)COC(=O)c2ccc3[nH]c4c(c3c2)CCCC4)C1 (configuration not stated)
24) Cc1cc(C)cc(NC(=O)COC(=O)C2CC3C=CC2C3)c1 (configuration not stated)
Assay by compound	19	20	21	22	23	24
HIF-2a block	9	-72	4	5	-158	0
NR2E3 ag-1	2	3	/	3	0	/
NR2E3 ag-2	0	-15	6	25	-22	6
Peg3 prom inh	8	-35	19	2	-193	-9
Vif inh	-2	6	0	0	-10	4
PDI turbidity	-4	-8	-2	8	11	0
aDG glyco act	0.4	0.0	0.0	0.2	0.4	-0.4
CaV13 ICDI inh	3	/	-4	-2	-6	-10
hiPSC survival	-0.1	-3.0	-0.4	-0.6	-0.3	8.5
TRPM1 prom inh	-5	22	-1	-8	-40	/
Granule exo inh	-6	-9	-3	8	-5	-5

25) O=c1[nH]c(Nc2ccccn2)cc2ccccc12
26) O=C1c2ccccc2C(=O)N1CCCc1nc(-c2cccnc2)no1
27) CC(=O)NCCc1nc2ccccc2n1CCc1ccccc1
28) Cc1c(C#N)c(N=CN(C)C)c(C(=O)c2ccc(Br)cc2)n1-c1ccc(Cl)cc1
29) O=C(CCCc1ccccc1)Nc1ccccc1[N+](=O)[O-]
30) Cc1sc2ncnc(N3CCC(C(=O)N(C)CC(=O)Nc4cccc(F)c4)CC3)c2c1C
Assay by compound	25	26	27	28	29	30
HIF-2a block	-247	26	9	17	-255	11
NR2E3 ag-1	-4	-1	/	3	3	/
NR2E3 ag-2	-76	-15	9	4	1	-2
Peg3 prom inh	-279	14	-6	20	-171	34
Vif inh	-3	5	/	/	1	-14
PDI turbidity	2	-3	8	-2	-2	5
aDG glyco act	-0.1	0.0	-0.1	-0.1	0.1	-0.2
CaV13 ICDI inh	-11	-6	-5	-3	-4	14
hiPSC survival	0.4	-1.1	1.9	4.2	0.0	-0.2
TRPM1 prom inh	-65	-23	-7	0	-56	/
Granule exo inh	42	-4	-1	-2	-10	6

31) O=C(C(O)c1ccccc1)N1N=C(c2ccccc2)CC1(O)C(F)(F)F (configuration not stated)
32) CC(=O)N1N=C(c2ccc(NS(C)(=O)=O)cc2)CC1c1ccc2nccnc2c1 (configuration not stated)
33) COc1cc2c(cc1OC)CN(C(=O)CCc1c[nH]c3ccccc13)[C@H](C(=O)O)C2
34) CCCCc1ccc(Nc2ncccc2C#N)cc1
35) NC(=NCCc1ccccc1)NS(=O)(=O)c1ccccc1F
36) CS(=O)(=O)N(Cc1ccccc1)c1ccccc1C(=O)N1CCN(c2ccccc2)CC1
Assay by compound	31	32	33	34	35	36
HIF-2a block	21	13	17	-290	-2	10
NR2E3 ag-1	/	-3	0	0	0	8
NR2E3 ag-2	-6	6	12	-46	-4	-10
Peg3 prom inh	22	11	-3	-222	-3	10
Vif inh	1	-2	-7	/	12	-7
PDI turbidity	4	3	6	-18	-5	-2
aDG glyco act	0.1	-0.1	0.1	0.3	0.2	-0.1
CaV13 ICDI inh	-3	-3	-18	/	-14	-2
hiPSC survival	-0.4	-0.2	-0.4	-1.1	-0.2	0.3
TRPM1 prom inh	2	2	8	-63	9	-3
Granule exo inh	11	0	-4	-3	-1	0

A few values from the list:
Value for NC(=NCCc1ccccc1)NS(=O)(=O)c1ccccc1F under Granule exo inh: -1
Value for CC(=O)N1N=C(c2ccc(NS(C)(=O)=O)cc2)CC1c1ccc2nccnc2c1 (configuration not stated) under Granule exo inh: 0
Value for CS(=O)(=O)N(Cc1ccccc1)c1ccccc1C(=O)N1CCN(c2ccccc2)CC1 under CaV13 ICDI inh: -2
Value for CCCCc1ccc(Nc2ncccc2C#N)cc1 under Peg3 prom inh: -222
Value for O=C(C(O)c1ccccc1)N1N=C(c2ccccc2)CC1(O)C(F)(F)F (configuration not stated) under TRPM1 prom inh: 2

Next part.
37) CN(CC(=O)NCc1ccccc1)CC(=O)Nc1ccc(Cl)c(C(F)(F)F)c1
38) CCS(=O)(=O)C1=NSC2=NC(=O)/C(=C\c3ccc(OC(=O)c4ccco4)c(OC)c3)C(=N)N21
39) NNC(=O)CN1C(c2ccc(Br)cc2)=Nc2ccc(Br)cc2C1c1ccccc1 (configuration not stated)
40) Nc1nonc1C(=O)NCCNCc1ccccc1OCc1ccccc1F
41) Cc1ccc(S(=O)(=O)N(C)C[C@H]2Oc3ncc(-c4ccccc4)cc3C(=O)N([C@@H](C)CO)C[C@@H]2C)cc1
42) COc1ccc(OC)c(NC(=O)c2cccc(NC(=O)c3ccccc3C(=O)O)c2)c1
43) Cc1ccsc1/C=N/n1c(-c2ccccc2)n[nH]c1=S
Assay by compound	37	38	39	40	41	42	43
HIF-2a block	8	1	23	10	5	-5	11
NR2E3 ag-1	0	-3	4	2	/	-4	-3
NR2E3 ag-2	28	7	12	-5	-11	-52	-13
Peg3 prom inh	6	-2	7	-13	7	-4	13
Vif inh	-2	5	-7	-3	/	-6	3
PDI turbidity	9	5	-24	12	1	-16	-4
aDG glyco act	0.4	-0.2	0.0	2.6	-0.2	-0.1	-0.1
CaV13 ICDI inh	-3	-15	-3	-5	-5	-18	-2
hiPSC survival	0.4	-0.1	-2.8	-1.7	-1.5	-0.1	0.4
TRPM1 prom inh	-1	4	-5	14	/	8	16
Granule exo inh	7	-12	3	2	11	8	2
